EPAC1 agonist: activates human EPAC1 exchange factor | actives 0.073% (n = 360,000) | EPAC1 agonist qHTS, biochemical assay; response scale: 100% = response to 6.5 mM cAMP | AID 720707 | O95398 | Potency, µM (highest dose often 154 µM), inactives show top-dose activation, hits mostly activators; note: potency is the fitted concentration of half-maximal effect; nearly all actives have a fitted effect of over 60% in size
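Normalized to 6.5 mM cAMP, activity reflects EPAC1-catalysed release of BODIPY-GDP from Rap1B, followed kinetically over 30 min at 480 nm excitation, 540 nm emission. Reaction contained 100 nM EPAC1, 250 nM Rap1B-BODIPY-GDP, 50 uM GDP.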
WRN helicase inh: inhibitors of human WRN helicase. WRN helicase unwinding, fluorescent forked duplex, kinetic. Potency, µM (top dose mostly 114 µM), without a hit: top-dose activity change, negative = inhibition, hits mostly inhibitors. actives 0.46% (n = 360,000). AID 651768; note: potency is the fitted concentration of half-maximal effect; % is set by controls: 0 for no effect and ±100 for the full control effect; nearly all actives have a fitted effect of over 55% in size
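WRN at 20 nM final was preincubated with compound for 15 min at room temperature; reaction started with 100 nM forked duplex oligonucleotide carrying fluorophore and quencher plus 2 mM ATP (final). Unwinding followed kinetically by red fluorescence (ex 525/em 598 nm).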
PI5P4K alpha inh: inhibitors of human PI5P4K alpha | PI5P4Kalpha enzyme, ADP-Glo luminescence, 60 min; stronger effect = lower value | P48426 | actives 1.2% (n = 330,000) | AID 652105 | max response, %; active = max response of -50% or lower; inconclusive = between -30% and -50%; inactive = -30% or higher; note: value at the top dose of about 77 µM; % is set by controls: 0 for no effect and ±100 for the full control effect
Target sequence (P48426 whole entry, looked up): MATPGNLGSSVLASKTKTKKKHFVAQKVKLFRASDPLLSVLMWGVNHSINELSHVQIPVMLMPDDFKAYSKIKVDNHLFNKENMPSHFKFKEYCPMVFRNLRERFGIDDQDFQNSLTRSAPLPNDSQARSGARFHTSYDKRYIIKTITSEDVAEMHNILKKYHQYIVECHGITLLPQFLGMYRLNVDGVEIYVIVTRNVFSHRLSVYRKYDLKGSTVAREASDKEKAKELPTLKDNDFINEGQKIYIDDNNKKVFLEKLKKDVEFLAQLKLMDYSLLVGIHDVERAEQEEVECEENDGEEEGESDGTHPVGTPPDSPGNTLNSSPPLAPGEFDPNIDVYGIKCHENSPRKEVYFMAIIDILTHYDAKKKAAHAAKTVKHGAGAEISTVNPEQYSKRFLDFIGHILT
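Human PI5P4Kalpha with substrate in 0.038 M HEPES pH 7.4, 0.28 mM EGTA, 0.1% CHAPS, 5% DMSO; reaction started with 5 microM ATP (final), 60 min at room temperature. ADP formed read by ADP-Glo luminescence.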
EPAC1 antag: blocks human EPAC1 exchange factor; Potency, µM (titrated, usually from 115 µM), for the others: top-dose activity change, negative = inhibition, most hits filed as inhibitors; O95398; EPAC1 GEF assay, Rap1b-BODIPY-GDP exchange fluorescence; actives 0.14% (n = 360,000);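 note: potency is the fitted concentration of half-maximal effect; plate controls were vehicle for no effect and positive control for full effect; nearly all actives have a fitted effect of over 50% in size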
PLK1 PBD inh: inhibitors of human PLK1 polo-box domain binding; P53350; Plk1 PBD binding of FITC phosphopeptide, fluorescence polarization; Potency, µM, for the others: max response, negative = inhibition, most hits filed as inhibitors; actives 2.8% (n = 360,000); AID 720504; note: potency is the fitted concentration of half-maximal effect; series mostly up to about 57 µM; % is set by controls: 0 for no effect and ±100 for the full control effect; nearly all actives have a fitted effect of over 65% in size
Target sequence (P53350 whole entry, looked up, the tested form may be a part): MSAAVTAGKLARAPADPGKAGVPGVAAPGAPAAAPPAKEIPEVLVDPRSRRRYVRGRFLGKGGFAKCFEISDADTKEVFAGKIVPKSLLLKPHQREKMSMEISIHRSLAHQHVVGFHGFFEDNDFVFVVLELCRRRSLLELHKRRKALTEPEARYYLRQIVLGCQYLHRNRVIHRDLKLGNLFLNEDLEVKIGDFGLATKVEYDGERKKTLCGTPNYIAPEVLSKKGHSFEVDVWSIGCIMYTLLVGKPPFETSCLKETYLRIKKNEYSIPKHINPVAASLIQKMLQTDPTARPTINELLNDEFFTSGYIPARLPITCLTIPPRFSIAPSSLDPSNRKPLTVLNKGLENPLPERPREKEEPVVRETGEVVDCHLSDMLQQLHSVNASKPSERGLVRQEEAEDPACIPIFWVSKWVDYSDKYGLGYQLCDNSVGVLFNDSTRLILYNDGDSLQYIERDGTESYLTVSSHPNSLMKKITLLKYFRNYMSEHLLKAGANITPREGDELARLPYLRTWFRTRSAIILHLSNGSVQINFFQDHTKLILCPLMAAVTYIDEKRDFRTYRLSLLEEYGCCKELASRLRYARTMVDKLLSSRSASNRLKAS
Mm-Cpn inhibitor: blocks the Methanococcus maripaludis chaperonin Mm-Cpn. Potency, µM (series often up to 76.9 µM), without a hit: at the top dose activity, negative = inhibition, actives largely listed as inhibitors. actives 0.031% (n = 330,000). purified Mm-Cpn ATPase, ADP Transcreener TR-FRET; note: potency is the fitted concentration of half-maximal effect; % is set by controls: 0 for no effect and ±100 for the full control effect; nearly all actives have a fitted effect of over 80% in size
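Compound-treated chaperonin, 25 nM final, turns over 10 uM ATP at 37°C for 30 min following a 10 min preincubation; ADP generated competes with ADP-d2 for Eu-cryptate antibody, lowering FRET.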
EPAC2 antag: antagonists of human EPAC2 | actives 0.18% (n = 360,000) | EPAC2 GEF exchange of Rap1B-BODIPY-GDP, fluorescence | AID 720708 | Potency, µM (highest dose often 114 µM), without a hit: at the top dose activity, negative = inhibition, actives largely listed as inhibitors; note: potency is the fitted concentration of half-maximal effect; % is set by controls: 0 for no effect and ±100 for the full control effect; nearly all actives have a fitted effect of over 45% in size; many of its hits are not listed in these tables
CCT chaperon mod: changes cytosolic chaperonin activity; actives 0.3% (n = 360,000); purified chaperonin ATPase assay, HTRF ADP detection, 30 min; activity change, % (test concentration not listed), hits read low; AID 651819; in the data active = activity change below about -30%; note: % is set by controls: 0 for no effect and ±100 for the full control effect
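Enzyme 40 or 20 nM (batch-dependent) in Tris pH 7.4/KCl/MgCl2/DTT; cpd 76 uM single point; ATP 10 uM; 30 min 37 °C; Transcreener ADP HTRF detection, 30 min RT; ratio 665/615.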
* marks the source's active call; other numbers are inactive results; ? = inconclusive; . = not tested or not shown; [ ] = remark or other dose. Unless noted, calls come from the whole dose curve; as a rule, active = well fitted curve in the direction sought with a large enough effect; inconclusive = small, poorly fitted or top-dose-only effect, or another doubt; inactive = no such curve, though single readings can be large; an effect the other way counts as inactive or inconclusive. The list is partial; count on the stated rates, not on these rows.

SMILES	EPAC1 agonist	WRN helicase inh	PI5P4K alpha inh	EPAC1 antag	PLK1 PBD inh	Mm-Cpn inhibitor	EPAC2 antag	CCT chaperon mod
Cc1onc(-c2ccccc2Cl)c1C(=O)Nc1nnc(-c2ccc(Cl)cc2Cl)s1	5.1%	-15.8%	8.6	-0.4%	-23.8%	-6.3%	4.6%	-0.6
CC(SCc1ccccc1)C(=O)Nc1ccccc1-c1ccccc1 (configuration not stated)	-1.5%	-17.3%	6.6	-5.1%	-4.6%	-3.6%	10.2%	1.1
O=c1[nH]cc(S(=O)(=O)N2CCCc3ccccc32)c(=O)[nH]1	1.0%	-20.4%	-7.0	2.4%	-2.7%	1.5%	3.4%	-3.6
c1csc(-c2cnc3ccccc3n2)c1	4.7%	-2.6%	0.7	0.6%	-5.4%	-4.3%	-1.5%	-2.1
CCOC(=O)C(Cc1ccc(O)cc1)NC(=O)CCc1c[nH]c2ccccc12 (configuration not stated)	-5.0%	-2.5%	-5.8	13.4%	-7.2%	0.8%	0.1%	-0.4
Cc1sc(NC(=O)C(C)C)c(C(=O)Nc2ccccc2)c1C	9.6%	-12.2%	.	-0.9%	-0.3%	-1.3%	-0.3%	-1.6
CC(C)(C)c1ccc(C(=O)NCCC(=O)N2CCC3(CC2)NCCc2[nH]cnc23)cc1	6.4%	-2.5%	0.6	-22.7%	-4.3%	?	6.9%	-2.3
O=C(CSCc1ccccc1Cl)NN=C1CCCCCC1	2.9%	2.4%	2.5	7.1%	1.1%	0.3%	-4.3%	0.0
Cc1cccc(CN2CCN(c3ccccn3)CC2)c1	0.5%	10.2%	0.1	-0.2%	1.9%	.	7.2%[57.1 µM]	-4.8
O=C(c1ccc([N+](=O)[O-])c(CS(=O)(=O)c2ccc(Cl)cc2)c1)N1CCCC1	11.0%	1.4%	1.9	-7.1%	0.2%	5.4%	1.1%	0.1
CCN(CC)CCCNC(=O)c1ccc(C)c(NC(=O)C2=C(C)OCCS2)c1	8.6%	-5.7%	3.8	17.2%	-1.0%	0.7%	-15.7%	0.3
CCC(C)NC(=O)C1CCN(C(=O)N(C)C)CC1 (configuration not stated)	7.5%	-9.6%[57.1 µM]	.	3.7%	-5.2%	0.7%	-0.9%	-0.6
O=C(NC(=S)Nc1cccnc1)c1cccc(Cl)c1	4.2%	7.2%	-3.6	5.2%	2.8%	.	8.0%	2.6
O=C(NC(c1ccc(F)cc1)c1ccc2ccccc2n1)C1CCN(Cc2cccc(C(F)(F)F)c2)CC1 (configuration not stated)	-14.5%	-8.5%	-3.6	-17.8%	3.3%	.	-2.7%	-2.4
CCOC(=O)N1CCN(C(=O)CN(c2cccc(C(F)(F)F)c2)S(C)(=O)=O)CC1	4.9%	-1.4%	3.5	-2.5%	-9.2%	-5.1%	2.9%	1.7
CCOC(=O)C(C(=O)NCCCN1CCOCC1)C1CCCCC1 (configuration not stated)	-0.2%	-0.8%	2.2	-9.9%	-6.4%	-0.3%	1.5%	-1.3
CCS(=O)(=O)N1CCN(C(=O)CC(C)C)CC1	-0.7%	-2.5%	1.5	-13.1%	?	-1.6%	-13.2%	-3.3
CC1CCCC(C)N1C(=O)COC(=O)c1c[nH]c2ccccc12 (configuration not stated)	2.9%	4.9%	-0.2	-20.1%	-18.9%	-1.6%	3.0%	-0.3
COc1ccccc1CCNC(=O)C(=O)NCCC1CCCCN1S(=O)(=O)c1cccs1 (configuration not stated)	4.8%	-4.2%	0.3	-15.9%	3.0%	-1.5%	-6.4%	0.0
COC(=O)CSc1nnc(CCc2ccccc2)n1C	-0.1%	-4.8%	-9.1	-9.9%	-3.1%	1.3%	11.8%	-5.9
COc1ccc2[nH]c(CN3CCC(CO)(CCOc4ccccc4)CC3)c(C)c2c1	-0.8%	-5.2%	42.0	-0.1%	-9.0%	?	-13.7%	-0.4
COc1cccc(C2=Nn3c(nnc3-c3ccccc3O)SC2)c1	-0.9%	-1.0%	.	6.7%	?	-7.7%	1.1%	-2.1
COc1ccc2[nH]c3c(N4CC(C)OC(C)C4)ncnc3c2c1 (configuration not stated)	-3.1%	-5.8%	0.0	0.9%	-3.1%	-3.9%	3.0%	-1.2
COc1cc(C(=O)N2CCN(S(=O)(=O)c3cccs3)CC2)cc(OC)c1C	-0.2%	0.7%	-2.9	-16.5%	-1.6%	-0.2%	4.0%	-0.6
CSc1nc(=O)[nH]nc1Sc1ccccc1	6.8%	-5.0%[11.6 µM]	2.4	-15.5%	-14.3%	.	11.5%	0.3

Brought forward from above: 3 compounds; new compounds follow.
SMILES	EPAC1 agonist	WRN helicase inh	PI5P4K alpha inh	EPAC1 antag	PLK1 PBD inh	Mm-Cpn inhibitor	EPAC2 antag	CCT chaperon mod
COc1ccc2[nH]c3c(N4CC(C)OC(C)C4)ncnc3c2c1 (configuration not stated)	-3.1%	-5.8%	0.0	0.9%	-3.1%	-3.9%	3.0%	-1.2
COc1cc(C(=O)N2CCN(S(=O)(=O)c3cccs3)CC2)cc(OC)c1C	-0.2%	0.7%	-2.9	-16.5%	-1.6%	-0.2%	4.0%	-0.6
CSc1nc(=O)[nH]nc1Sc1ccccc1	6.8%	-5.0%[11.6 µM]	2.4	-15.5%	-14.3%	.	11.5%	0.3
CCc1ccc(NC(=O)CSc2nnc(C)c(=O)n2N)cc1	-6.0%	-3.9%	2.9	-4.5%	1.0%	-0.1%	-4.1%	-1.3
Cc1nonc1OCCn1c([N+](=O)[O-])cnc1C	0.0%	6.0%	1.5	-2.8%	-5.1%	-4.0%	5.9%	-0.3
Cn1c2ccccc2c(=O)c2ccc(Cl)cc21	-3.1%	0.5%	-4.8	4.8%	-4.7%	.	3.7%	-0.8
Cc1nc(C)c(C(=O)NCc2ccc(Cl)cc2)o1	-2.6%	-15.0%	.	0.0%	?	-0.2%	10.7%	2.0
COc1ccc([N+](=O)[O-])cc1N(CC(=O)NC1CCCCC1)S(C)(=O)=O	-1.9%	-16.6%	-5.2	-11.3%	-10.7%	-0.6%	3.7%	0.9
Cc1ccc(OCCOc2ccc(Br)cc2)c([N+](=O)[O-])n1	20.2%	-9.1%	17.0	-10.9%	-8.2%	-1.4%	-18.8%	-1.6
Cc1nn(C)c(-c2n[nH]c(=S)n2Cc2ccco2)c1Cl	7.1%	-16.5%	-5.9	-3.9%	-4.0%	-0.2%	5.4%	-3.7
CCN1CCN(C(=O)c2cc3cc4cc(OC)ccc4nc3s2)CC1	-0.1%	-2.2%	11.1	-21.8%	-7.6%	-0.1%	0.0%	-3.4
CCn1c(CSCc2ccc(C)cc2)nnc1SCC(=O)N1CCN(c2ccccc2)CC1	3.1%	-3.3%	0.9	-7.6%	-12.7%	-1.6%	-15.5%	-2.4
O=S(=O)(Nc1ncn[nH]1)c1ccc2ccccc2c1	1.6%	-1.1%	1.1	6.7%	2.2%	1.2%	6.3%	0.0
Cc1nnc(SCC(=O)Nc2cc(C(C)(C)C)nn2-c2ccccc2)s1	7.2%	-31.1%	6.1	-7.9%	-5.5%	-4.8%	1.9%	0.0
CCN(CC)CC(C)CNC(=O)C1(O)c2ccccc2NC(=O)N1c1ccc(Cl)c(Cl)c1 (configuration not stated)	3.3%	-4.6%	-3.3	-10.8%	-2.7%	-1.1%	6.9%	-0.6
COc1cc(-c2cnc3c(NC=O)cc(-c4cccc(C(=O)NCCN(C)C)c4)cn23)cc(OC)c1OC	-9.3%	20µM*	-9.0	-20.5%	-2.6%	.	-11.1%	-0.8
COc1cc(/C=N\NC(=O)C2COc3ccccc3O2)cc(OC)c1O (configuration not stated)	-8.6%	-5.9%	0.8	-19.4%	-0.8%	-5.6%	9.6%	-5.8
CN1C[C@@H]2[C@@H]3C(=O)N(C)C(=O)[C@@H]3[C@](Cc3ccccc3)(C1=O)N2C(=O)c1ccccc1	16.4%	-2.5%	12.9	-0.3%	-3.8%	.	-10.8%	-0.6
COc1ccc(C(C(=O)NC2CCCCC2)N(CC2CCCO2)C(=O)CNC(=O)c2ccco2)cc1 (configuration not stated)	-1.3%	6.8%	2.4	0.1%	0.7%	0.8%	13.1%	-3.4
CCN(CC)c1ccc(/C=N/NC(=O)C(O)c2ccccc2)cc1 (configuration not stated)	-6.5%	1.3%	-3.6	-1.6%	-3.4%	3.0%	2.4%	0.9
CCN(CC)C(=O)COc1ccc(S(=O)(=O)N2CCCC2)cc1	10.1%	1.2%	-2.4	-2.9%	1.3%	1.0%	3.3%	-0.7
COc1ccc(C(=O)c2ccc(CC(=O)O)s2)cc1	-11.9%	10.8%	0.9	7.7%	-11.6%	-1.2%	-5.8%	-0.8
C=CCNC(=S)NNC(=O)C(CCC(C)C)CC(C)O (configuration not stated)	-3.3%	-14.3%	-3.6	-0.8%	-0.8%	1.5%	-5.1%	-0.1
Cn1c(=O)oc2cc(S(=O)(=O)N3CCC(C(=O)NCc4ccccc4Cl)CC3)ccc21	7.1%	-0.1%	5.3	17.7%	-4.4%	-2.4%	-2.3%	0.7
CCCCn1c(N)c(N(CCC(C)C)C(=O)CN2C(=O)C3CCCCC3C2=O)c(=O)[nH]c1=O (configuration not stated)	19.5%	0.7%	3.1	3.2%	-0.5%	-1.2%	22.3%	-7.6
C#CCOCCOCCOCCNc1nc(N2CCN(C(=O)[C@H]([C@@H](C)CC)n3cc(CCC(=O)O)nn3)CC2)nc(N2CCN(C(=O)[C@H](CCCCN)n3cc(CCC(=O)O)nn3)CC2)n1	-4.8%	1.1%	7.6	3.6%	-8.4%	.	1.7%	-1.5
O=C(Nc1cccc(NC(=O)c2cccc(F)c2)n1)c1cccc(F)c1	1.1%	-2.7%	16.5	-10.5%	4.3%	-0.3%	0.2%	-0.6
COc1cccc(C(=O)NC2CCN(C(=O)N3c4ccccc4Sc4ccccc43)CC2)c1	18.7%	-7.9%	.	9.4%	0.9%	-21.6%	6.1%	1.9
COCc1nnc(N)s1	8.3%	-0.9%	1.5	-12.3%	-3.1%	-0.1%	12.7%	0.9
Cc1ccc(NC2CNC(=O)NC2=O)cc1C (configuration not stated)	-9.4%	-0.5%	-2.8	8.1%	0.7%	.	25.3%	0.6
COc1ccc(-n2c(SCc3cn4c(C)cccc4n3)nc3ccccc3c2=O)cc1OC	0.1%	-0.6%	0.5	-16.7%	2.9%	-1.9%	3.1%	1.9
O=C(Cn1c(CO)nc2ccccc21)NCCc1ccccc1	7.7%	2.3%[57.1 µM]	-2.5	-17.2%	-6.5%	-0.4%	-5.7%	-0.9

Screens (PubChem BioAssay)
